# High-throughput results as filed in PubChem BioAssay.
# Menin-MLL TR inh = inhibitors of human menin-MLL interaction, mutant MLL peptide. O00255. Menin + Texas Red MLL mutant peptide, fluorescence polarization. Potency, µM (top dose mostly 61.6 µM), for inactives: top-dose FP activity change, negative = inhibition, hits mostly inhibitors. hit rate 0.23% among 270,000; active = well fitted inhibition curve with a large enough effect in the polarisation, with a control signal flat, not every such curve was filed as active; inconclusive = small, poorly fitted or top-dose-only effect, or effect the other way, or a change in a side signal; inactive = no such curve, though single readings can be large or run the other way; the % refers to the polarisation; note: potency is the fitted concentration of half-maximal effect; % of control where 0% means no effect; many of its hits are not listed in these tables
# Target sequence (O00255 whole entry, looked up): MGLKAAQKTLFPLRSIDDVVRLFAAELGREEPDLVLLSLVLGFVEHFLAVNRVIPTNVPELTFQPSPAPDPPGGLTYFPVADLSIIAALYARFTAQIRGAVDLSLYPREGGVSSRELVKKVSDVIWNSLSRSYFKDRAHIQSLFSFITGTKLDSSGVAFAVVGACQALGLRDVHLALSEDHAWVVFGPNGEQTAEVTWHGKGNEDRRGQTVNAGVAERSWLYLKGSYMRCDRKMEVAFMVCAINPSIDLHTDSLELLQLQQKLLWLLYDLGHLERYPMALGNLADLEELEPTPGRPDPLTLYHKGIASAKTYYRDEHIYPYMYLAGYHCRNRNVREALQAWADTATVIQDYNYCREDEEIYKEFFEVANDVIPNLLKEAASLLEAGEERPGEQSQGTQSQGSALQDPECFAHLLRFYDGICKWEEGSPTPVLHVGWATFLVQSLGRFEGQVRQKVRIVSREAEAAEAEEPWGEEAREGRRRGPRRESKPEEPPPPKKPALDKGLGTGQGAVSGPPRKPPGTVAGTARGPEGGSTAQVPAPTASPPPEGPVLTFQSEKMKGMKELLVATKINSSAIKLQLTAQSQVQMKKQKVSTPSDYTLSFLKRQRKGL
# RORgamma inh = inhibitors of mouse ROR gamma transcriptional activity; Drosophila S2 Gal4-RORgamma UAS-luciferase reporter, 20 h; Potency, µM (doses to about 53.6 µM), for the others: at the highest dose activity change, negative = inhibition, usual class: inhibitors; hit rate 5.4% among 310,000; note: potency is the fitted concentration of half-maximal effect; % is set by controls: 0 for no effect and ±100 for the full control effect; nearly all actives have a fitted effect of over 60% in size
# Target sequence (P51450 whole entry, looked up, the tested form may be a part): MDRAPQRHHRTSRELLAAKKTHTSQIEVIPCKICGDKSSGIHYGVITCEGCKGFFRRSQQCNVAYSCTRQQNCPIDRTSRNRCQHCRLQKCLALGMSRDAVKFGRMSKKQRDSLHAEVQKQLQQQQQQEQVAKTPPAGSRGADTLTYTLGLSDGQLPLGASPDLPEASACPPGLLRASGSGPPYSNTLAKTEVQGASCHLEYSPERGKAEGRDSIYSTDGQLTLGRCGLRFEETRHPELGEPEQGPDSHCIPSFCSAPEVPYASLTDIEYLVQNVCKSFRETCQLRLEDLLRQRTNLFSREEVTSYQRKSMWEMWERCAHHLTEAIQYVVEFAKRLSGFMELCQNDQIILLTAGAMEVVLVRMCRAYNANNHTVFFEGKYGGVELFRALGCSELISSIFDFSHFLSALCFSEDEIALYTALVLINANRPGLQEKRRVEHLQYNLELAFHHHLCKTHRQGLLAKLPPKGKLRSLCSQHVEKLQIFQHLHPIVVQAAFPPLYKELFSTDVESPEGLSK
#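 Compounds are pin-transferred onto Drosophila Schneider cells expressing a copper-inducible Gal4–ROR gamma transactivation domain fusion. After 1 hr, copper sulfate is added to 700 uM final; luciferase is read 20 hr later.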
# Giardia kill = kills Giardia lamblia | Giardia lamblia trophozoite viability | activity change, % at 7.66 µM, hits read low | hit rate 0.15% among 340,000; in the data active = activity change below about -80%; inconclusive = between about -30% and that limit;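 note: parasites exposed to compound for two days anaerobically before the ATP read; % is set by controls: 0 for no effect and ±100 for the full control effect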
#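 Luminescent ATP signal served as the viability read-out, measured 15-30 min after adding ATP detection reagent to trophozoites that had been incubated with compounds for 48 hrs at 37 deg C anaerobically at 100 cells/well.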
# Rab9 prom act = activators of Rab9 promoter; Huh7 Rab9 promoter-luciferase reporter, luminescence, 24 h; hit rate 2.8% among 320,000; Potency, µM (top dose mostly 9.22 µM), for the others: at the top dose activation, negative = inhibition, actives largely listed as activators; note: potency is the fitted concentration of half-maximal effect; % of control where 0% means no effect; nearly all actives have a fitted effect of over 60% in size
#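 Promoter activation is measured as luciferase luminescence in Huh7 cells stably transfected with a Rab9 promoter–luciferase construct, following 24 h compound exposure at 37 °C and 10 min reagent incubation at ambient temperature.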
# BRCA1 expr up = BRCA1 expression activation; hit rate 1.1% among 380,000; Potency, µM (doses to about 46.1 µM), for inactives: at the highest dose activation, usual class: activators; AID 624202; MCF7-BRCA1-FFLuc reporter, luminescence, 48 h; response scale: scaled: vehicle 0%, 10 µM genistein 100%; note: potency is the fitted concentration of half-maximal effect; nearly all actives have a fitted effect of over 80% in size; some results filed as inactive show a strong effect at the top dose
#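 48 h compound treatment of MCF7-BRCA1-FFLuc cells (phenol-red free MEM, 37 °C), then 15 min with luciferase substrate and luminescence imaging.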
# ELG1 genotoxic = inducers of genotoxicity in HEK293T ELG1-luciferase cells. HEK293T ELG1-luciferase reporter, luminescence, 16 h. Potency, µM (top dose mostly 46 µM), for inactives: top-dose activity change, positive = activation, most hits filed as activators. hit rate 1.3% among 330,000. AID 504466; note: potency is the fitted concentration of half-maximal effect; % of control where 0% means no effect; nearly all actives have a fitted effect of over 60% in size
#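 Cells (2,000/well) expressing the ELG1-luciferase fusion are dosed by pin tool and kept 16 hr at 37 °C, 5% CO2. Signal comes from ONE-Glo luciferase reagent after 30 min at room temperature.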
# VP16 counter = inhibits Gal4-VP16 luciferase reporter, ROR gamma counter-screen; Potency, µM (highest dose often 53.6 µM), without a hit: at the highest dose activity, negative = inhibition, most hits filed as inhibitors; Drosophila S2 Gal4-VP16 UAS-luciferase, luminescence, 20 h; AID 2546; hit rate 3.5% among 310,000;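 note: Gal4-VP16 expression switched on by copper sulfate through the metallothionein promoter; potency is the fitted concentration of half-maximal effect; % is set by controls: 0 for no effect and ±100 for the full control effect; nearly all actives have a fitted effect of over 50% in size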
# PKM2 activator = PKM2 (human) enzyme activation; Potency, µM (series often up to 57.5 µM), for the others: at the highest dose activation, usual class: activators; purified PKM2, Kinase-Glo ATP luminescence, activation; response scale: 0% is enzyme alone, no compound; AID 1631; hit rate 0.34% among 260,000; P14618; note: potency is the fitted concentration of half-maximal effect; % is set by controls: 0 for no effect and ±100 for the full control effect; nearly all actives have a fitted effect of over 55% in size
#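 Purified hPK-M2 (>95% pure) converted ADP (0.1 mM final) to ATP with 0.5 mM PEP in 50 mM imidazole pH7.2, KCl, MgCl2, Tween 20, BSA; 1 h at room temperature. ATP detected by Kinase-Glo luminescence.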
# FLuc counter = firefly luciferase modulation, counter-screen for miR-21 project; P08659; purified FLuc, Km substrates, luminescence inhibition; Potency, µM (titrated, usually from 57.5 µM), inactives show at the top dose activity change, negative = inhibition, actives largely listed as inhibitors; hit rate 6.9% among 360,000;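 note: potency is the fitted concentration of half-maximal effect; plate controls were vehicle for no effect and reference inhibitor for full effect; nearly all actives have a fitted effect of over 55% in size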
#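 Biochemical qHTS of compounds, final roughly 60 µM downward over six points, against 10 nM purified firefly luciferase using Km concentrations of substrates (10 uM D-luciferin, 10 uM ATP) in Tris acetate pH 7.5 buffer; luminescence output.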
# NPC1 prom act = NPC1 promoter activation. Huh7 NPC1 promoter luciferase reporter, 24 h. Potency, µM (series often up to 9.22 µM), for the others: top-dose activation, usual class: activators. hit rate 2.4% among 320,000. AID 485313;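 note: potency is the fitted concentration of half-maximal effect; % of control where 0% means no effect; nearly all actives have a fitted effect of over 60% in size; reporter is driven by a mutant NPC1 promoter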
#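 Luminescence from an NPC1 promoter-driven luciferase reporter in stably transfected Huh7 cells was measured after 24 h compound treatment at 37 °C, followed by 10 min ambient incubation with luciferase detection reagent.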
# p53 reactivator = re-activators of mutant p53; H1299 p53-A138V BP100-luciferase reporter, luminescence, 24 h; Potency, µM (highest dose often 92.2 µM), inactives show top-dose activity change, positive = activation, most hits filed as activators; hit rate 0.063% among 320,000; AID 504706; note: potency is the fitted concentration of half-maximal effect; % of control where 0% means no effect; nearly all actives have a fitted effect of over 45% in size
#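 H1299 (p53-null), stable ts p53-A138V + BP100-Luc; 1000 cells/well, Opti-MEM/10% FBS; cpd 4 pt, 1:5; 24 h, 37 deg C, 5% CO2; detection reagent 10 min RT; luminescence.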
# Active calls of the source: *; ? = inconclusive; / = not tested or not shown; & = joins results of further samples; [ ] = dose if it differs, or a comment. Unless noted, calls come from the whole dose curve; as a rule, active = well fitted curve in the direction sought with a large enough effect; inconclusive = small, poorly fitted or top-dose-only effect, or another doubt; inactive = no such curve, though single readings can be large; an effect the other way counts as inactive or inconclusive. These rows are one share of the data (hit frequency here may not be typical).
SMILES,Menin-MLL TR inh,RORgamma inh,Giardia kill,Rab9 prom act,BRCA1 expr up,ELG1 genotoxic,VP16 counter,PKM2 activator,FLuc counter,NPC1 prom act,p53 reactivator
CN(Cc1ccccc1)S(=O)(=O)c1cccc2nsnc12,-7.1%,-1.0%,-7.2,5.7%,31.8%,-8.4%,8.3%,0.7%,0.3%,-1.0%,-4.1%
COc1ccc(OC)c(-c2cc(C(F)(F)F)c3c(n2)sc2c(O)cc(=O)[nH]c23)c1,-6.1%,-11.8%,-13.5,-7.8%,-36.8%,6.3%,-2.4%,-8.3%,-10.3%,-1.9%,-3.4%
Nc1c(-c2ccccc2)n[nH]c1-c1ccccc1,19.1%,20.5%,-4.0,?,32.4%,?,-2.8%,-3.4%,-3.7%[2.3 µM],2.82µM*,?
CN(Cc1ccccc1)c1ccc(C(CC(N)=O)NC(=O)c2ccc(Br)cc2)cc1[N+](=O)[O-] (configuration not stated),?,?,0.5,-4.1%,-55.6%,0.3%,?,-0.4%,1.8%,-7.8%,/
Cc1cc(C)c(C(=O)N2CCCC(Nc3ccc(F)cc3)C2)o1 (configuration not stated),1.7%,-4.4%,15.5,0.3%,11.5%,-0.8%,-9.9%,2.0%[0.46 µM],6.0%,-2.2%,-5.5%
COCC(=O)Nc1ccccc1-c1ccccc1,28.0%,-19.3%,-0.6,-1.0%,3.9%,10.0%,-1.0%,5.3%,5.8%,2.1%,-0.1%
COc1ccc(CNC(=O)CCC(=O)N2CCN(S(=O)(=O)c3ccc(Cl)cc3)CC2)cc1,-10.8%,-7.8%,3.5,-2.8%,-6.8%,-5.3%,5.4%,2.1%,-1.3%,-5.4%,-0.6%
Cc1ccccc1Nc1nnc(SCC(=O)c2c(N)n(C3CC3)c(=O)[nH]c2=O)s1,/,/,3.5,-4.8%,-12.2%,-1.6%,/,/,-2.5%,-0.9%,-6.4%
O=C(N/N=C/c1cccc(Oc2ccccc2)c1)c1ccccc1Br,-17.5%,8.8%,-20.2,-6.5%,-48.3%,-1.4%,?,0.1%,-19.2%,-6.4%,7.1%
S=c1[nH]nc(COc2ccccc2)n1/N=C/c1ccccn1,-1.6%,?,-3.7,-2.8%,-2.2%,0.8%,-13.6%,-12.3%,-0.6%,-1.7%,-3.2%
Cc1ccc(-n2nc(C)c3c(=O)[nH]c(C(F)(F)F)nc32)cc1,4.9%,9.9%,/,0.5%,/,-10.5%,-11.5%,13.4%,2.4%,0.0%,5.5%
CC(C)Cn1cnc2c(c1=N)C(c1ccccc1)C1=C(CC(C)(C)CC1=O)O2 (configuration not stated),/,12.1%,-19.3,0.9%,-54.7%,-0.9%,-5.3%,-5.0%,1.9%,-3.6%,-0.1%
O=C(NCc1ccco1)Nc1ccc([N+](=O)[O-])cc1,?,41.5%&34.8%,6.5,11.9%&1.4%,26.1%,-0.3%&0.5%,8.7%&-10.2%,1.0%&-4.2%,-11.6%&4.2%,-0.4%&-0.8%,-0.2%&6.7%
O=C1C(=O)N(c2ccccn2)C(c2ccc(F)cc2)/C1=C(/O)c1ccc(Br)cc1 (configuration not stated),?,3.7%,?,-2.5%,-5.4%,0.1%,1.0%,1.3%,-0.4%,-0.1%,/
CC(=O)N1CCC2(CC1)C/C(=N\NC(=S)Nc1ccccc1C)c1cc(O)ccc1O2,16.6%,?,18.1,-11.1%,-12.4%,3.9%,?,0.3%,?,-3.7%,-0.6%
O=C1c2ccccc2S(=O)(=O)N1CC(O)COc1ccc(Br)cc1 (configuration not stated),-0.9%,31.2%,10.1,6.5%,0.0%,1.0%,-14.1%,5.4%,?,15.3%,2.3%
COc1ccc(CCNC(=O)CSc2nc3[nH]ncc3c(=O)n2-c2ccccc2OC)cc1OC,0.3%,-22.2%,-6.6,-0.5%,-14.1%,-1.5%,5.0%,2.9%,-1.4%,-2.7%,4.6%
O=C(CSc1nnc(C2CC2)n1Cc1ccccc1)Nc1cccnc1Cl,-1.5%,-23.8%,1.7,-4.6%,0.0%,3.8%,-9.6%,4.2%,-1.6%,-2.3%,0.6%
COC(=O)c1cc(NC(=O)c2c(-c3c(Cl)cccc3Cl)noc2C)ccc1N1CCOCC1,/,3.0%,?,-3.9%,-8.3%,1.8%,7.3%,-9.0%,-0.5%,-6.0%,-4.3%
COc1ccc(/C=C2\SC(=O)N(CCNC(=O)C3CC(=O)N(c4ccccc4)C3)C2=O)cc1 (configuration not stated),20.2%,17.7%,0.9,5.5%,35.4%,3.8%,-1.4%,-1.8%,?,17.9%,2.5%
CC(=O)c1c(C(C)=O)c(C)n(C2CCCCC2)c1C,10.2%,?,8.8,-3.6%,-12.6%,-1.9%,-2.4%,3.4%,1.4%,-3.0%,-12.8%
O=C(O)c1cccc(S(=O)(=O)NCCc2ccccc2)c1,12.3%,-10.9%,4.2,0.5%,21.1%,-0.6%,4.3%,1.4%,3.3%,-2.6%,-9.4%
C=CCNc1nc(C)nc(OC)n1,2.6%,-16.4%,-9.2,6.8%,-11.3%,3.1%,9.3%,3.5%,1.0%,-1.4%,-0.4%
Cc1cc(C)n(/N=C/c2cccs2)c(=O)c1C#N,-8.2%,27.6%,-12.6,-2.5%,1.9%,1.4%,2.6%,6.1%,1.0%,0.7%,-1.5%
CC1C/C(=N\NC(=O)CCc2ccc(S(=O)(=O)N3CCOCC3)cc2)CC(C)(C)C1 (configuration not stated),0.4%,-6.9%,4.1,-0.2%,-2.0%,2.6%,-3.1%,-5.2%,10.1%,0.1%,14.0%
# New compounds follow.
SMILES,Menin-MLL TR inh,RORgamma inh,Giardia kill,Rab9 prom act,BRCA1 expr up,ELG1 genotoxic,VP16 counter,PKM2 activator,FLuc counter,NPC1 prom act,p53 reactivator
O=C(CSc1nnc2ccccn12)Nc1ccc2c(c1)OCO2,0.5%,9.0%,0.0,6.9%,3.8%,13.2%,-3.5%,-1.1%,-13.9%,-1.9%,1.6%
CCN(CC(=O)Nc1c(F)cccc1F)C(=O)/C=C/c1cn(Cc2ccccc2)nc1-c1cccnc1,/,26.7%,-9.9,1.6%,-11.3%,-3.4%,1.6%,1.1%,0.0%,-0.9%,-14.3%
COc1ccccc1NC(=O)Cn1c(=O)n2nc(C)nc2c2ccccc21,-1.4%[11.7 µM],42.6%,-2.5,-3.5%,-11.5%,2.4%,14.4%,5.6%,2.9%,-2.3%,-1.9%
Cc1csc(=Nc2ccccc2)n1CCO,0.8%,-7.5%,-23.0,-2.8%,-11.0%,3.2%,1.0%,-0.3%,1.1%,-2.9%,-4.0%
Cc1nc(SCn2nnc3ccccc3c2=O)nc(C)c1C,1.4%,16.9%,6.8,8.5%,13.3%,6.2%,6.8%,2.5%,4.2%,-1.9%,-0.6%
Cc1cc(NC(=O)CSc2ccc3nnc(-c4ccccn4)n3n2)no1,-23.6%,?,-0.1,-0.2%,2.6%,-9.1%,-4.1%,13.8%,-1.2%,0.1%,11.7%
CCC(C)c1ccc(O)c(NC(=S)NC(=O)c2cccnc2)c1 (configuration not stated),6.3%,0.562µM*,12.0,-4.3%,34.7%,0.7%,1.26µM*,0.4%,?,1.6%,3.9%
O=C(COC(=O)c1ccc([N+](=O)[O-])o1)Nc1cccc(S(=O)(=O)N2CCCCC2)c1,30.6%[activator],?,-6.1,-3.4%,-9.5%,-1.7%,-7.5%,-3.4%,-0.5%,-9.5%,0.1%
COc1cccc(CNC(=O)C2CCCN(S(=O)(=O)N3CC(C)CC(C)C3)C2)c1 (configuration not stated),-12.0%,-19.7%,-14.6,-2.3%,0.0%,-3.6%,-8.9%,-1.5%,1.5%,-4.6%,-11.6%
CC(=O)NCC1CCCN(C(=O)c2ccc(OC3CCN(Cc4ccccn4)CC3)cc2)C1 (configuration not stated),/,-25.3%,1.3,4.1%,-1.5%,1.9%,-7.2%,/,3.5%,-1.1%,6.9%
COc1ccc(OC)c(NC(=O)CSc2ncnc3c2cnn3-c2ccccc2Cl)c1,21.0%,?,-9.4,-30.4%[inhibitor],-92.0%[inhibitor],-14.2%,1.41µM*,8.2%,2.0%,-27.4%,-18.1%

# Of the compounds above, these contain a CF3 group:
SMILES,Menin-MLL TR inh,RORgamma inh,Giardia kill,Rab9 prom act,BRCA1 expr up,ELG1 genotoxic,VP16 counter,PKM2 activator,FLuc counter,NPC1 prom act,p53 reactivator
COc1ccc(OC)c(-c2cc(C(F)(F)F)c3c(n2)sc2c(O)cc(=O)[nH]c23)c1,-6.1%,-11.8%,-13.5,-7.8%,-36.8%,6.3%,-2.4%,-8.3%,-10.3%,-1.9%,-3.4%
Cc1ccc(-n2nc(C)c3c(=O)[nH]c(C(F)(F)F)nc32)cc1,4.9%,9.9%,/,0.5%,/,-10.5%,-11.5%,13.4%,2.4%,0.0%,5.5%
